GPT2 inhibitor = Primary qHTS assay for inhibitors of Glutamate pyruvate transaminase 2 (GPT2); AID 1671188, 2021; Recombinant GPT2, coupled pyruvate oxidase/HRP Amplex Red fluorescence; 100,000 compounds, 0.25% hits; Alanine aminotransferase 2 (Homo sapiens), Q8TD30; Potency, µM (series often up to 57.7 µM), for inactives: at the highest dose activity change, negative = inhibition, most hits filed as inhibitors; note: potency is the fitted concentration of half-maximal effect; nearly all actives have a fitted effect of over 60% in size; many of its hits are not listed in these tables
Target sequence (Q8TD30 whole entry, looked up): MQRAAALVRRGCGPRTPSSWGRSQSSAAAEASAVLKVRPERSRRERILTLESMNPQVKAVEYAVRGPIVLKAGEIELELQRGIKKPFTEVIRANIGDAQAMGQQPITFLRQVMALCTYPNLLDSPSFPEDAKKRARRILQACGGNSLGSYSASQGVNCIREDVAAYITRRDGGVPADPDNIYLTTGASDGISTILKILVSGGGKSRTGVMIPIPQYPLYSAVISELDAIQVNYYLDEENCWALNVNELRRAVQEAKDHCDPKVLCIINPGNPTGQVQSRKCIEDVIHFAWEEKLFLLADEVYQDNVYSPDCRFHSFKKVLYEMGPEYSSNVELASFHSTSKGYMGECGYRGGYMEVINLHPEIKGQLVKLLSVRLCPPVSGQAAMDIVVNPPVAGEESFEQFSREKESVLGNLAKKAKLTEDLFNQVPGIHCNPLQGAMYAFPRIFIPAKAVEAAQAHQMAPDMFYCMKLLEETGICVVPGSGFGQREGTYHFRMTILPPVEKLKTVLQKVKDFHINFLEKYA
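Fluorescence read-out: pyruvate from GPT2 turnover coupled to pyruvate oxidase, HRP and Amplex Red (0.2mM ThPP, 0.2U/mL PO and HRP, 50uM Amplex final). Substrates 250uM a-KG, 2mM L-alanine; enzyme 10ng/uL; 30 min RT.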
IP6K1 inh = Primary qHTS assay for small molecule inhibitors of Inositol hexaphosphate kinase 1 (IP6K1) | 140,000 compounds, 0.81% hits | activity change, % (series mostly up to about 58 µM) | IP6K1 kinase, ADP-Glo luminescence, 2 h; hits give low values | Inositol hexakisphosphate kinase 1 (Homo sapiens), Q92551 | AID 1645851, 2021; in the data active = activity change below about -25%
Target sequence (Q92551 whole entry, looked up): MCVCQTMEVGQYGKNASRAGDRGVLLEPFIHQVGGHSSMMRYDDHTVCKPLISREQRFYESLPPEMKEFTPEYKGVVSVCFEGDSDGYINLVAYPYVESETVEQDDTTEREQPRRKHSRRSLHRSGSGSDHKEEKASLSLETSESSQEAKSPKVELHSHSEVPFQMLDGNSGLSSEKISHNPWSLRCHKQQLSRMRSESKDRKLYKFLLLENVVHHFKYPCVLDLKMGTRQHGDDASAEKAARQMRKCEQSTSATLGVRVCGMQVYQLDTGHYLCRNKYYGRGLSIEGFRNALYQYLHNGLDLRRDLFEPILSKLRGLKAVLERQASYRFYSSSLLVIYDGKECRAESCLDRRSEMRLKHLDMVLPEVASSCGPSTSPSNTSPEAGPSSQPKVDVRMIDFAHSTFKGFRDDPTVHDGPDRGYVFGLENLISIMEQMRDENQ
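ADP-Glo luminescence measures ADP made by human IP6K1 during a 2 h RT reaction with ATP/IP6 (mix at 1.3 mM/130 uM); top library doses 57.5 and 19.1 uM final.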
3T3 cytotox = Cytotoxic Profiling in NIH 3T3 Cell Line of Diverse Libraries Using Quantitative High-Throughput Screening | NIH 3T3 viability, CellTiter-Glo ATP luminescence, 48-72 h | Potency, µM (highest dose often 96.7 µM), for inactives: at the top dose activity change, negative = cytotoxicity, hits mostly inhibitors | 94,000 compounds, 4.3% hits; note: potency is the fitted concentration of half-maximal effect; nearly all actives have a fitted effect of over 55% in size
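Cytotoxicity was measured by CellTiter-Glo ATP luminescence after 48 or 72 h compound exposure at 37 °C. Mouse NIH 3T3 fibroblasts were seeded at 400 cells/well and dosed by 23 nL pin transfer.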
Luciferase inh = Firefly luciferase inhibition profiling of diverse chemical library using quantitative high-throughput screening | purified P. pyralis luciferase, luminescence, biochemical | AID 1347043, 2019 | Potency, µM (top dose mostly 115 µM), inactives show top-dose activity change, negative = inhibition, hits mostly inhibitors | 76,000 compounds, 2.5% hits | Luciferin 4-monooxygenase (Photinus pyralis), P08659; note: potency is the fitted concentration of half-maximal effect; nearly all actives have a fitted effect of over 65% in size
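Cell-free enzyme assay, 10nM P. pyralis luciferase, luciferin and ATP each at 10uM. Inhibition profiled over a 6-point titration, read as luminescence.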
SNCA expr inhib = Primary qHTS assay for inhibitors of alpha-synuclein gene (SNCA) expression; Potency, µM (highest dose often 57.2 µM), for the others: top-dose activity change, negative = inhibition, most hits filed as inhibitors; 140,000 compounds, 0.17% hits; AID 1671194, 2021; HEK-293 SNCA-luciferase knock-in, luminescence, 24 h;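 note: potency is the fitted concentration of half-maximal effect; plate controls were DMSO cells for no effect and cell-free wells for full effect; nearly all actives have a fitted effect of over 45% in size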
HEK293 viab = GF-AFC viability counterscreen for inhibitors of alpha-synuclein gene (SNCA) expression | HEK-293-SNCA-luc viability, GF-AFC fluorescence, 24 h | Potency, µM (highest dose often 57.1 µM), without a hit: top-dose activity change, negative = cytotoxicity, hits mostly cytotoxic | 150,000 compounds, 0.12% hits;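 note: potency is the fitted concentration of half-maximal effect; 0% = DMSO-treated cells and -100% = medium-only wells without cells; nearly all actives have a fitted effect of over 30% in size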
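HEK-293-SNCA-luc cells (1500/well) plated 24 h, then exposed 24 h to a dilution series; GF-AFC added 30 min at 37C, fluorescence 405/540 nm; normalised to medium-only and DMSO wells, Hill fit.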
HEK cytotox = Cytotoxic Profiling in HEK 293 Cell Line of Diverse Libraries Using Quantitative High-Throughput Screening. Potency, µM (highest dose often 115 µM), without a hit: at the highest dose activity change, negative = cytotoxicity, hits mostly inhibitors. HEK 293 viability, ATP luminescence (CellTiter-Glo), 48-72 h. 94,000 compounds, 6.6% hits; note: potency is the fitted concentration of half-maximal effect; nearly all actives have a fitted effect of over 60% in size
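qHTS cytotoxicity; HEK 293, 250 cells/well; compound pinned; 48 or 72 hr, 37 degree Celsius, 5% CO2, 95% humidity; CellTiter-Glo, 10 min RT; luminescence (ATP).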
* marks the source's active call; other numbers are inactive results; i = inactive; u = inconclusive; x = not tested or not shown; [ ] = remark or other dose. Unless noted, calls come from the whole dose curve; as a rule, active = well fitted curve in the direction sought with a large enough effect; inconclusive = small, poorly fitted or top-dose-only effect, or another doubt; inactive = no such curve, though single readings can be large; an effect the other way counts as inactive or inconclusive. Unless noted, % is set by controls: 0 for no effect and ±100 for the full control effect. Some of the compounds tested; rates above refer to the full screens.

SMILES	GPT2 inhibitor	IP6K1 inh	3T3 cytotox	Luciferase inh	SNCA expr inhib	HEK293 viab	HEK cytotox
C=CCN(C)C[C@H]1CN2CC[C@H]1C[C@@H]2CNC(=O)Nc1ccccc1	3%[88.5 µM]	-9	-27%[174 µM]	-1%[172 µM]	2%[87.6 µM]	-9%[87.6 µM]	-27%[172 µM]
Cn1nc(-c2ccc(F)cc2)cc1[C@H]1CN2CC[C@H]1C[C@@H]2CNC(=O)COc1ccccc1	-23%	-8	u	-2%	u	-14%	u
COc1ccc(-c2nc(CN3C(=O)CN=C(c4ccccc4Cl)c4cc(Cl)ccc43)c(C)o2)cc1OC	x	1	x	x	u	u	x
Cc1ccc([C@@H]2CN(C(=O)c3snnc3C)[C@@H]3C4CCN(CC4)[C@@H]32)cc1	-11%	18	-15%	9%	12%	-5%	-18%
CC(=O)N1CCC2(CC1)C(=O)NN=C2c1cccnc1	-18%[88.5 µM]	5	-8%[138 µM]	-10%[172 µM]	-6%[87.6 µM]	9%[87.6 µM]	-19%[172 µM]
CCCc1ccc(OCC(=O)Nc2ccc(Cl)cc2C(=O)c2ccccc2)cc1	x	23	x	x	-5%	11%	x
c1ccc2c3c([nH]c2c1)C1(CCNCC1)NCC3	i	9	u	-3%	-10%	1%[12.5 µM]	u
CCN1CCCC1CNC(=O)C(O)(c1ccccc1)c1ccccc1 (stereo unspecified)	3%	-15	x	x	31%[25.6 µM]	-17%[23.9 µM]	x
O=C(O)C1CN(Cc2ncc[nH]2)CCN(C(=O)Cc2cccs2)C1 (stereo unspecified)	5%	5	-3%	-3%	-5%	7%	u
COc1cc2c(cc1OCC1CC1)NC(=O)C21CCN(C(=O)C(C)C)CC1	5%[88.5 µM]	-4	u	-5%[172 µM]	17%[87.6 µM]	2%[87.6 µM]	-11%[172 µM]
O=C1CC2CCN(Cc3ccccn3)CC2CCN1 (stereo unspecified)	-3%[88.5 µM]	-1	-4%[138 µM]	x	-8%[87.6 µM]	2%[87.6 µM]	-2%[172 µM]
CC(C)(O)c1cn(C[C@H]2C[C@@H]3CCN2C[C@@H]3C(=O)N2CCOCC2)nn1	i	6	-9%[174 µM]	11%[172 µM]	-8%[87.6 µM]	1%[87.6 µM]	-3%[172 µM]
CCCn1ncc(C(=O)N[C@H]2COC[C@H]2Cc2cc(C)no2)c1C	0%	0	-2%	-1%	-10%	7%	i
CC(C)NC(=O)N1CC[C@@H](CC(=O)O)[C@@H](CCN2C[C@@H]3C[C@H](C2)c2cccc(=O)n2C3)C1	-4%	-4	-17%	-3%	-6%	-3%	3%
O=C(O)[C@@H]1CCN1	-2%	x	x	x	-1%	6%	x
CC(Cc1ccc(OCC(=O)O)cc1)NCC(O)c1cccc(Cl)c1 (stereo unspecified)	4%	x	x	x	-1%	u	x
CCOC(=O)[C@H]1CN(C(=O)COc2ccccc2)[C@]2(C)C(=O)Nc3ccccc3[C@H]12	3%[27.3 µM]	21	u	x	4%[25.6 µM]	-5%[23.9 µM]	u
CC1=NOC2(CCN(Cc3ccccc3)C2)C1 (stereo unspecified)	5%[88.5 µM]	0	-7%[174 µM]	-4%[230 µM]	-24%[87.6 µM]	1%[87.6 µM]	i
CCc1cnc(N2CCC3(CC2)C(=O)Nc2cc(OCc4ccccc4)c(OC)cc23)nc1	u	-17	u	13%	-21%	-14%	u
Cc1cccc(Cn2cccc(C(=O)Nc3cc(C)on3)c2=O)c1	x	4	x	x	16%	-7%	x
CC(=O)O[C@@H]1[C@H]2CC[C@H]3[C@@](C)(O)[C@@H]4C[C@H](O)C(C)(C)[C@@]4(O)[C@H](O)C[C@@]13C[C@@]2(C)O	4%[27.3 µM]	13	x	x	x	2%[23.9 µM]	x
C=C[C@H]1CN2CC[C@H]1C[C@@H]2CNC(=O)Nc1ccc(Br)cc1	-3%[88.5 µM]	-15	u	-2%[172 µM]	u	15%[87.6 µM]	56µM*
COc1ccc(S(=O)(=O)NC[C@H]2C[C@@H]3CCN2C[C@@H]3CN(C)Cc2ccccc2)cc1	i	-4	-2%	9%	71%[activator]	2%	-20%
COc1cc2c(cc1Oc1ccccc1)NC(=O)C21CCN(C(=O)c2ccnn2C)CC1	1%[88.5 µM]	-17	u	-3%[172 µM]	u	-14%[87.6 µM]	71µM*
O=C(NCc1ccc2c(c1)OCO2)[C@H]1CN2CCC1C[C@@H]2Cn1cc(C2(O)CCCCC2)nn1 (stereo partly specified)	-5%	16	-11%	16%	34%[activator]	0%	-21%
O=C(Cc1ccc(F)cc1)N1CCN(Cc2ccccc2-c2ccccc2F)CC1	i	-6	u	x	-12%	-4%	u
COc1cc2c(cc1Oc1cccc(N(C)C)c1)NC(=O)C21CCN(C(=O)C(C)C)CC1	i	-21	u	13%[172 µM]	u	-7%[87.6 µM]	u
CN1C(=O)C2(CCN(Cc3cccnc3)C2)c2ccccc21 (stereo unspecified)	i	12	-14%[138 µM]	3%[172 µM]	18%[87.6 µM]	-2%[87.6 µM]	-9%[172 µM]
Cn1c(CCCC(=O)O)nc2cc(N(CCCl)CCCl)ccc21	u	10	x	x	23%	4%	x
O=C(c1ccc(C(F)(F)F)cc1)N1CCC(C(=O)O)(c2ccccc2)CC1	i	-8	i	x	-24%	2%	i
COc1ccccc1-c1cc([C@H]2CN3CC[C@H]2C[C@@H]3CNC(=O)Nc2cccc(C#N)c2)n(C)n1	i	-3	u	-5%	6%	-10%	u
CC[C@H]1CN2CC[C@H]1C[C@@H]2CNS(=O)(=O)c1ccc(C)cc1	i	11	-11%[174 µM]	-2%[172 µM]	19%[87.6 µM]	4%[87.6 µM]	-8%[172 µM]
COc1ccc(-c2cc([C@H]3CN4CC[C@H]3C[C@@H]4CNC(=O)Nc3ccccc3)n(C)n2)cc1	i	-1	79µM*	-21%	-6%	-3%	u
O=C(NCc1ccc(F)cc1)[C@H]1CN2CCC1C[C@@H]2Cn1cc(CO)nn1 (stereo partly specified)	3%[88.5 µM]	29	-26%[174 µM]	-15%[172 µM]	9%[87.6 µM]	14%[87.6 µM]	-10%[172 µM]
COc1cc(C(=O)O[C@H]2[C@@H]3C=CO[C@@H](O[C@@H]4O[C@H](CO)[C@@H](O)[C@H](O)[C@H]4O)[C@@H]3[C@@]3(CO)O[C@@H]23)ccc1O	u	5	x	x	x	-1%[23.9 µM]	x
Cc1nc(-c2ccco2)cc([C@H]2CN3CC[C@H]2C[C@@H]3CNCC2CCCCC2)n1	-25%[88.5 µM]	6	89µM*	8%[172 µM]	26%[87.6 µM]	-11%[87.6 µM]	112µM*
C#C[C@H]1CN2CC[C@H]1C[C@@H]2CNC(=O)c1ccc(F)c(Cl)c1	u	13	-12%[174 µM]	1%[172 µM]	-21%[87.6 µM]	2%[87.6 µM]	-28%[172 µM]
CCCS(=O)(=O)N1C[C@@H]2C[C@H](C1)c1c(-c3ccccc3)ccc(=O)n1C2	3%[88.5 µM]	2	-4%[174 µM]	9%[172 µM]	10%[87.6 µM]	3%[87.6 µM]	-19%[172 µM]
CCCCOC(=O)c1ccccc1C(=O)OCc1ccccc1	u	26	x	x	0%	11%	x
O=S(=O)(NC[C@H]1C[C@@H]2CCN1C[C@@H]2CN1CCc2ccccc21)c1ccccc1	u	7	56µM*	4%[172 µM]	-10%[87.6 µM]	-6%[87.6 µM]	56µM*
Cc1ccc(-n2c(/C=C/c3cccc4ccccc34)nc3ccccc3c2=O)cc1	x	0	x	x	u	-1%	x
COCCNC(=O)[C@H]1CN2CCC1C[C@@H]2Cn1cc(CSc2ccccc2)nn1 (stereo partly specified)	i	16	-16%[174 µM]	-4%[172 µM]	8%[87.6 µM]	3%[87.6 µM]	-5%[172 µM]
CO[C@H]1CC=C2CCN3CCC4=C(CC(=O)OC4)[C@]23C1	4%	x	x	x	u	-6%	x
CN1Cc2ccccc2-n2ccnc2C12CCN(C(=O)NCCc1ccccc1)CC2	i	23	-5%	-12%	44%[activator]	6%	-7%
O=C(Nc1ccccc1)N1C[C@@H]2C[C@H](C1)c1ccc(C3CCCCC3)c(=O)n1C2	5%[88.5 µM]	6	-25%[174 µM]	-3%[172 µM]	0%[87.6 µM]	-15%[87.6 µM]	-3%[172 µM]
CN1[C@@H]2CC[C@H]1CC(OC(=O)c1cc(Cl)cc(Cl)c1)C2 (stereo partly specified)	-8%	22	x	x	14%[25.6 µM]	-6%[23.9 µM]	x
COc1ccccc1-c1cc([C@H]2CN3CC[C@H]2C[C@@H]3COC(=O)NC(C)C)nc(C)n1	2%[88.5 µM]	4	45µM*	-4%[172 µM]	u	0%[87.6 µM]	u
O=C(NCc1ccc2c(c1)OCO2)[C@H]1CN2CCC1C[C@@H]2Cn1cc(-c2cccc(O)c2)nn1 (stereo partly specified)	i	18	-11%	0%	11%	-7%	u
CC(C)NC(=O)[C@H]1CN2CCC1C[C@@H]2Cn1cc(-c2ccc(F)cc2)nn1 (stereo partly specified)	i	3	-26%[174 µM]	-16%[172 µM]	-1%[87.6 µM]	3%[87.6 µM]	-13%[172 µM]
O=C(c1cccs1)N1[C@H]2CC[C@@H]1c1cnc(-c3ccccc3)nc1C2	i	8	-5%	-4%	4%	7%	u

Full records from above.
Results for C#C[C@H]1CN2CC[C@H]1C[C@@H]2CNC(=O)c1ccc(F)c(Cl)c1 : GPT2 inhibitor = u; IP6K1 inh = 13; 3T3 cytotox = -12%[174 µM]; Luciferase inh = 1%[172 µM]; SNCA expr inhib = -21%[87.6 µM]; HEK293 viab = 2%[87.6 µM]; HEK cytotox = -28%[172 µM]
Results for O=C(Nc1ccccc1)N1C[C@@H]2C[C@H](C1)c1ccc(C3CCCCC3)c(=O)n1C2 : GPT2 inhibitor = 5%[88.5 µM]; IP6K1 inh = 6; 3T3 cytotox = -25%[174 µM]; Luciferase inh = -3%[172 µM]; SNCA expr inhib = 0%[87.6 µM]; HEK293 viab = -15%[87.6 µM]; HEK cytotox = -3%[172 µM]

Three entries already listed, sorted by molar mass, highest first:
SMILES	GPT2 inhibitor	IP6K1 inh	3T3 cytotox	Luciferase inh	SNCA expr inhib	HEK293 viab	HEK cytotox
COCCNC(=O)[C@H]1CN2CCC1C[C@@H]2Cn1cc(CSc2ccccc2)nn1 (stereo partly specified)	i	16	-16%[174 µM]	-4%[172 µM]	8%[87.6 µM]	3%[87.6 µM]	-5%[172 µM]
Cc1ccc(-n2c(/C=C/c3cccc4ccccc34)nc3ccccc3c2=O)cc1	x	0	x	x	u	-1%	x
CN1[C@@H]2CC[C@H]1CC(OC(=O)c1cc(Cl)cc(Cl)c1)C2 (stereo partly specified)	-8%	22	x	x	14%[25.6 µM]	-6%[23.9 µM]	x

Screening data (PubChem BioAssay)
